Source: PubChem
FBW7 activator: FBW7 E3 ligase activators, primary screen, biochemical, AlphaScreen, human | F-box/WD repeat-containing protein 7 (Homo sapiens), Q969H0 | AlphaScreen FBW7–phospho-cyclin E peptide binding, activator screen | normalized activity (activation), % at 26.1 µM | 0.13% of 650,000 active | AID 1259310, 2017; in the data active means normalized activity above about 1.9%;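 further: purified mutant Fbw7 with reduced substrate affinity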
TEAD-YAP block: TEAD-YAP interaction inhibition, primary screen, TEAD-YAP interaction inhibitor project, luminescence, HEK-TIYL cells. 1.4% of 640,000 active. AID 1259422, 2018. TEAD-Gal4/YAP UAS-luciferase luminescence. inhibition, % at 9.12 µM; in the data active means inhibition above about 32%;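 further: 0% = median of test compound wells and 100% = reference inhibitor wells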
MITF primary: MITF inhibitors, primary screen, biochemical, AlphaScreen, human; Microphthalmia-associated transcription factor (Homo sapiens), O75030; AlphaScreen MITF homodimerization, bead proximity signal; inhibition, % at 2.6 µM; 0.91% of 650,000 active; AID 1259374, 2018; in the data active means inhibition above about 50%;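 further: 0% = vehicle wells with protein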
Target sequence (O75030 whole entry, looked up): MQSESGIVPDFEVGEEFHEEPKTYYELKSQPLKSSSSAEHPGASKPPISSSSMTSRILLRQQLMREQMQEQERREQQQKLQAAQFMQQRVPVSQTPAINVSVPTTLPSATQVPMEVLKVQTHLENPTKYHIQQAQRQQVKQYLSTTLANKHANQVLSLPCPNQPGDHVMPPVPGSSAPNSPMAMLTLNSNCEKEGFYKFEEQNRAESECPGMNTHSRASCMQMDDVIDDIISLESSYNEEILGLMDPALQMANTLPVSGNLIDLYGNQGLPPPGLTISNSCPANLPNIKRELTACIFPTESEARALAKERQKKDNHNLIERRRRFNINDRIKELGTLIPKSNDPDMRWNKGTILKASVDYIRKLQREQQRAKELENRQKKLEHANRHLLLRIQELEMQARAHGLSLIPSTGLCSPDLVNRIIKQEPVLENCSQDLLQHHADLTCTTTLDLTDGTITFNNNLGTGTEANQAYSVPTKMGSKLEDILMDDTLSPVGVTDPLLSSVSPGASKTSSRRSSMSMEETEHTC
GPR151 ag: activators of human GPR151, primary screen, cell-based, PathHunter beta-arrestin, luminescence; PathHunter beta-arrestin GPR151 cells; activation, % at 11.2 µM; 1% of 650,000 active; in the data active means activation above about 4.9%;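 further: 0% = median of compound wells and 100% = cells with positive control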
Target sequence (Q8TDV0 whole entry, looked up): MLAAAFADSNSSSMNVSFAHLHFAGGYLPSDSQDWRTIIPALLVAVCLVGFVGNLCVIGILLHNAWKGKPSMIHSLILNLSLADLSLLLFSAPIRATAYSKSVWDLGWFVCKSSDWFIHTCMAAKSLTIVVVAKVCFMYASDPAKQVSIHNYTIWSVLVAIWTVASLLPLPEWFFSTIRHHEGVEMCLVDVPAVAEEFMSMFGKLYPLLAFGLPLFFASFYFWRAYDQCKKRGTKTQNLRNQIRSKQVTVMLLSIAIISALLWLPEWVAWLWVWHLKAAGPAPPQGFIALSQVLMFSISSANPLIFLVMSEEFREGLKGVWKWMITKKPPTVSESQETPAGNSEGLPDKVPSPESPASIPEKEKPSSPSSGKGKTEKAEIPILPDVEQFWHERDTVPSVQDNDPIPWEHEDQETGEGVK
The depositor's hits bear a star.

Values run as follows: FBW7 activator, TEAD-YAP block, MITF primary, GPR151 ag
1	COCCCNC(=O)c1ccc(/C=C2\Oc3ccccc3N(C)C2=O)cc1
  -0.1, -77, -13, -0.3
2	C=CCSc1nnc2c(n1)OC1(CCCCC1)Nc1ccccc1-2
  0.0, -34, -9, -0.4
3	COc1cc(OC)cc(-c2nnc(SCc3ccccc3)o2)c1
  0.0, -12, -1, -0.9
4	CC(C)CNC(=O)c1cc(-c2ccc(F)cc2)no1
  -0.2, -102, -10, -1.5
5	CC(NC(=S)NCc1ccc(F)cc1)c1ccncc1 (centres undefined)
  -0.2, -3, 6, 0.1
6	CCOc1ccc(C(C)NC(=O)c2ccccc2F)cc1 (centres undefined)
  0.0, 9, 17, -0.4
7	Cc1ccc2c(Cl)c(C(=O)NCCc3ccccc3)sc2c1
  0.3, -50, 0, -0.5
8	O=C(NC1CCCCCC1)c1ccc(CNc2c(NC3CCCCC3)c(=O)c2=O)cc1
  -0.1, 12, -7, 0.6
9	O=C(c1cccs1)N(CCN(C(=O)c1cccs1)c1ccccc1)c1ccccc1
  -0.1, 8, 1, -1.4
10	CC(C)Sc1nc2[nH]ncc2c(=O)[nH]1
  -0.3, 4, 5, 0.5
11	O=C(c1cnn2c(C(F)(F)F)cc(-c3ccc(Br)cc3)nc12)N1CCCc2ccccc21
  0.2, 7, 10, 1.8
12	O=c1[nH]c2ccc(Cl)cc2c(-c2ccccc2)c1Sc1nc2ccccc2o1
  -0.1, -2, -3, 0.5
13	COc1cc(NC(=O)c2ccc[nH]c2=O)c2ncccc2c1
  0.0, 4, 14, -1.2
14	CC(=O)Nc1ccc(NC(=O)COc2ccc3ccccc3c2Br)cc1
  -0.1, -10, 2, -0.1
15	CCOc1cc(Br)ccc1S(=O)(=O)NCc1ccc2c(c1)OCO2
  0.2, 2, 8, -0.7
16	COc1ccc(CCNC(=O)CSc2nc3ccccc3c(=O)n2CCCC(=O)NCc2ccco2)cc1OC
  0.1, 9, 15, 0.3
17	COc1ccccc1/C=N/NC(=O)C(NC(=O)c1ccccc1)=C(C)C
  0.2, 12, 2, 0.1
18	O=C(O)c1ccc(Sc2ccc(Br)cc2)c([N+](=O)[O-])c1
  0.1, 12, 10, 3.0
19	COc1ccc(Br)cc1S(=O)(=O)N1CCN=C1c1ccccc1
  0.2, -6, 25, -0.2
20	N/C(=N\OC(=O)c1cccc(Cl)c1)c1ccc([N+](=O)[O-])cc1
  -0.1, -7, 1, 0.8

Copied from above, nos. 1 to 5
Values run as follows: FBW7 activator, TEAD-YAP block, MITF primary, GPR151 ag
1	COCCCNC(=O)c1ccc(/C=C2\Oc3ccccc3N(C)C2=O)cc1
  -0.1, -77, -13, -0.3
2	C=CCSc1nnc2c(n1)OC1(CCCCC1)Nc1ccccc1-2
  0.0, -34, -9, -0.4
3	COc1cc(OC)cc(-c2nnc(SCc3ccccc3)o2)c1
  0.0, -12, -1, -0.9
4	CC(C)CNC(=O)c1cc(-c2ccc(F)cc2)no1
  -0.2, -102, -10, -1.5
5	CC(NC(=S)NCc1ccc(F)cc1)c1ccncc1 (centres undefined)
  -0.2, -3, 6, 0.1

The list goes on:
Values run as follows: FBW7 activator, TEAD-YAP block, MITF primary, GPR151 ag
21	Cc1cc2nc(C)n(CCCN)c2cc1C
  -0.1, 0, -5, 0.3
22	CC(=O)NS(=O)(=O)c1ccc(NC(=O)NC2CC(=O)N(c3ccc(F)cc3)C2)cc1 (centres undefined)
  0.1, 5, 16, 1.6
23	C=CCN1C(=O)C(O)(CC(=O)c2cccc(OC)c2)c2cc(Br)ccc21 (centres undefined)
  0.0, 7, 8, 1.3
24	Fc1cccc(-n2cc(-c3ccccc3)c3c(SCc4c(F)cccc4Cl)ncnc32)c1
  0.1, 4, 19, -2.8
25	Clc1ccc(C2C=C(c3ccccc3)Nc3nc4ccccc4n32)cc1 (centres undefined)
  -0.1, -50, 14, -3.5
26	CC(=O)c1c(C)[nH]c(C(=O)CSc2ccc(F)cc2)c1C
  0.0, -21, 2, 0.9
27	C/C=C/C(=O)N1c2cc(C)c(C)cc2C(C)=CC1(C)C
  0.5, 0, 2, 0.5
28	COc1cc(/C=N/NC(=O)c2ccco2)cc(OC)c1O
  -0.1, -64, 3, -0.6
29	COc1ccc(Cl)cc1N(C)C(=O)Cn1ncc2c(=O)oc3ccc(C)cc3c21
  -0.1, 13, -7, -0.1
30	C=CCNC(=O)/C=C/c1ccc([N+](=O)[O-])cc1
  -0.1, -26, -2, -0.7
31	CC1(C)Cc2c(sc(NC(=O)c3ccc(-c4ccccc4)cc3)c2C(N)=O)C(C)(C)N1
  0.0, -7, -3, 0.8
32	CCC(C)(C)C1CCc2c(sc(NC(=O)c3cc(-c4ccccc4)nc4ccccc34)c2C(=O)OC)C1 (centres undefined)
  0.0, -10, 13, 4.3
33	CCCCNC1=CC(=O)C(=O)c2ccccc21
  -0.3, 16, 7, 3.2
34	COCCCn1cnc2oc3nc4ccccc4nc3c2c1=O
  -0.2, -38, -1, -1.8
35	Fc1ccc(NC(=S)NCCn2cc(Cl)cn2)c(F)c1
  0.2, -6, 23, 0.2
36	O=C(O)CC(Nc1ncnc2ccc(Br)cc12)C(=O)O (centres undefined)
  -0.1, 1, -4, -0.7
37	Cc1onc(-c2ccccc2Cl)c1C(=O)NCC1(c2cccs2)CC1
  -0.1, 2, -7, -0.7
38	CC(=O)Nc1ccc(NC(=O)c2cccc(Nc3nccc4ccccc34)c2)cc1
  0.3, -9, 8, -1.4
39	Cc1cc(C(=O)NCc2nnc3n2CCN(CC2=CC[C@H]4C[C@@H]2C4(C)C)CC3)c(C)o1
  0.1, 6, 17, 0.4
40	Cc1ccc(-c2nnc(SCC(=O)Nc3sc4c(c3C#N)CCCC4)n2N)cc1
  -0.2, 8, -14, -0.9

2 compounds from above, limited to FBW7 activator and TEAD-YAP block.
item	Compound	FBW7 activator	TEAD-YAP block
27	C/C=C/C(=O)N1c2cc(C)c(C)cc2C(C)=CC1(C)C	0.5	0
36	O=C(O)CC(Nc1ncnc2ccc(Br)cc12)C(=O)O (centres undefined)	-0.1	1

Down the list, quoted from above:
Entries 2 to 9 in MITF primary, in turn: -9, -1, -10, 6, 17, 0, -7, 1

Continuation:
Values run as follows: FBW7 activator, TEAD-YAP block, MITF primary, GPR151 ag
41	Cc1nc2ccc(S(=O)(=O)N(C)CC(=O)NC3CCCCCCC3)cc2s1
  -0.1, -2, -6, 0.4
42	CCc1nn(CC(=O)NCCCN2CCN(CC)CC2)c(=O)c2cc3occc3n12
  0.7, 6, 5, 1.0
43	CSc1nc(-c2ccccc2)c2cc(Cl)ccc2n1
  -0.2, 2, -11, -0.8
44	Cc1nc2ccc(Br)cc2c(-c2ccccc2)c1C1=NN(S(C)(=O)=O)C(c2ccccc2F)C1 (centres undefined)
  0.1, -3, 17, 1.0
45	CCOC(=O)C1=C(C)N(C)C(=S)NC1c1ccc(OC(=O)c2ccccc2)cc1 (centres undefined)
  0.0, 5, 22, 1.2
46	Cc1ccc(NCc2nnc(SCC(=O)c3ccc(C)cc3)n2-c2ccccc2C)cc1
  0.0, -1, -15, 0.7
47	COc1ccc(CCNC(=O)CSc2nc3ccccc3c(=O)n2C2CCCC2)cc1OC
  -0.1, -2, 6, 0.0
48	NNC(=O)COc1ccc(Oc2ccccc2)cc1
  0.9, 1, 20, -1.7
49	CN(C(=O)c1cnc2n(c1=O)CCS2)C1CCCCC1
  0.8, 4, 4, -1.5
50	N#Cc1cc(C#N)c(SCC(=O)c2cccs2)nc1N
  0.1, -65, -17, 0.9
51	O=C(CCC1CCCCC1)Nc1ccccc1[N+](=O)[O-]
  -0.3, -15, 14, -0.9
52	C=CCn1c(SCc2ccncc2)nc2cc(C(=O)NCC3CCCO3)ccc2c1=O (centres undefined)
  0.6, -1, -1, -1.7
53	O=C(NNC(=O)c1ccc(Cl)cc1Cl)c1ccco1
  0.1, -20, 12, 1.3
54	O=[N+]([O-])c1ccc(CSC2=NCCN2S(=O)(=O)c2ccc(F)cc2)cc1
  0.0, 0, 12, 1.3
55	O=c1c2ccccc2nc2sc(NCc3ccccc3)nn12
  -0.2, -47, 4, 0.5
56	CCOC(=O)c1c(C)n(C)c2c1cc(OC(=O)c1ccc(OC)cc1)c1ccccc12
  -0.1, -1, 0, -1.9
57	CSc1ncc(C(=O)Nc2ccc(C)cc2C)c(C)n1
  0.2, -3, 13, -1.0
58	OC(CNCc1ccco1)c1ccccc1 (centres undefined)
  -0.1, 9, 8, -0.3
59	O=S(=O)(c1ccccc1)N1CCC(c2cc(-c3ccc4c(c3)OCO4)n[nH]2)CC1
  0.0, -3, 4, 0.9
60	Cc1ccc(-c2nn3c(C)nnc3c3ccccc23)cc1S(=O)(=O)N1CCCC1
  0.0, -7, 0, -0.3
61	CCCNC(=O)c1ccc2c(c1)ncn2-c1cccc(F)c1
  -0.1, 1, 4, 2.6
62	CCOC(=O)c1oc2ccccc2c1CN1CCOCC1
  -0.1, 1, -1, 1.0
63	COc1ccccc1-c1c(C)nn2c(N3CCCCC3)cc(C)nc12
  -0.2, -7, -2, 1.9
64	COc1ccc(CC2(CO)CCN(Cc3cccc(C(C)=O)c3)CC2)cc1
  -0.1, -6, -4, -0.3
65	CC1(C)CC(=O)C=C(NNC(=O)c2ccc(C(C)(C)C)cc2)C1
  -0.1, 10, 6, -0.5
66	Cc1cc2c(s1)c1cnn(CC(N)=O)c(=O)c1n2C
  0.0, 0, 12, 0.9
67	COc1ccc(-n2c(=O)[nH]c3c(C(N)=O)nc(-c4cccc(Br)c4)nc32)cc1
  0.0, 5, 6, -0.4
68	O=C1NC(=S)S/C1=C/c1ccccc1O
  0.0, 5, 14, 0.3
69	CCCOc1ccc(/C=N/NC(=O)CC(=O)NCCOC)cc1OCC
  0.7, 6, 14, 1.8
70	CC(CCc1ccccc1)NC(=O)c1ccc(Br)o1 (centres undefined)
  0.9, 5, 17, -1.2
71	O=C(CN(Cc1ccc(Br)cc1)S(=O)(=O)c1ccccc1)Nc1ccc2c(c1)OCO2
  -0.2, -11, -8, -0.6
72	O=C1c2ccc(Oc3ccc([N+](=O)[O-])cc3)cc2C(=O)N1Cc1cccnc1
  0.1, 13, 6, 0.2
73	Cc1nc(NC(=O)c2cc(-c3cccs3)nn2C)sc1C
  0.0, 3, 11, -1.4
74	O=C(Nc1ccccc1NC(=O)C1CC1)C1CC1
  0.0, -5, 5, -1.7
75	Nc1ccc2c(c1)C1c3ccccc3C2c2ccccc21
  -0.4, 13, 0, 0.5
76	N/C(=N\O)c1cccc(Br)c1
  0.3, 6, 12, 1.1
77	O=C(c1ccccc1)N1CCN(C(=O)c2ccccc2F)CC1
  -0.1, 5, 11, 0.1
78	O=C(Cn1ncc2ccccc21)N1CCOc2ccc(CN3CCCC3)cc2C1
  -0.1, 6, -7, -1.1
79	CN1CCN(C(=O)c2ccc3c(=O)n(-c4cccc(C(F)(F)F)c4)c(=S)[nH]c3c2)CC1
  -0.1, 10, -3, 2.0
80	CN(C)C(=O)CCCc1nc(-c2ccc(Cl)cc2)no1
  0.1, -42, 9, 0.4
81	CC1=C(C(=O)Nc2ccc(Br)cn2)C(c2ccc(N(C)C)cc2)C2=C(CC(C)(C)CC2=O)N1 (centres undefined)
  -0.1, 6, -2, -1.0
82	CC(=O)NC(=O)c1cc2c(ccc3ccccc32)oc1=Nc1cccc(F)c1
  0.0, 0, -1, 2.6
83	Cc1ccc(NC(=O)c2ccc(N3C(=O)C4C5C=CC(C5)C4C3=O)cc2)cc1[N+](=O)[O-] (centres undefined)
  -0.1, 8, -12, -0.3
84	CCc1nc(NCC(C)O)c2nnn(Cc3ccc(F)cc3)c2n1 (centres undefined)
  -0.2, -2, -13, -0.5
85	COc1ccc(C(c2ccccn2)N(C)C(=O)C2CCN(C(C)=O)CC2)cc1 (centres undefined)
  -0.3, 3, -9, 0.7
86	O=C(NC1c2ccccc2-c2ccccc21)c1cccc([N+](=O)[O-])c1
  -0.3, 54*, -2, -1.4
87	Cc1ccccc1-c1nnc(NC(=O)c2c(F)cccc2F)s1
  0.0, -5, -3, 1.2
88	O=C(Nc1ccc(F)cc1)C1CCCN1C(=O)NC1CCCCC1 (centres undefined)
  -0.4, 7, -1, -0.8
89	Cc1cc(C)n2ncc(C(=O)Nc3ccc(C)c(C)c3)c2n1
  0.0, 0, 14, -0.6
90	CCN(CC)CC(=O)Nc1c2c(nc3ccccc13)N(c1cccc(C)c1)CC2
  0.0, -6, 66*, -1.9
91	CCCCNC(=O)/C(=C/c1ccco1)NC(=O)c1ccccc1
  0.1, -4, 6, -0.8
92	Cc1ncc(CO)c2cc(C(=O)Nc3ccc(F)cc3F)c(=Nc3ccccc3)oc12
  -0.1, 12, -2, -0.4
93	COc1ccc(-n2cc(C(=O)N3CCN(Cc4ccc5c(c4)OCO5)CC3)c3ccccc3c2=O)cc1
  -0.1, 13, 1, -1.1
